Screens: PubChem BioAssay, National Center for Advancing Translational Sciences (NCATS)
NPSR antagonist – qHTS Assay for Antagonists of the Neuropeptide S Receptor: cAMP Signal Transduction; Q6W5P4; CHO-NPSR cells, cAMP TR-FRET, antagonist mode; Potency, µM (highest dose often 38.3 µM), for inactives: at the top dose activity change, negative = inhibition, most hits filed as inhibitors; 1% of 220,000 active; further: potency means the concentration at half of the fitted maximal effect; on the % scale 0 is the no-effect control and ±100 the full control effect; nearly all actives have a fitted effect of over 50% in size; many of its hits are not listed in these tables
L3MBTL1 inh – qHTS Assay for the Inhibitors of L3MBTL1 | AlphaScreen L3MBTL1–H3K9me1 peptide binding | Lethal(3)malignant brain tumor-like protein 1 (Homo sapiens), Q9Y468 | AID 485360, 2010 | 0.66% of 230,000 active | Potency, µM (top dose mostly 57.1 µM), for inactives: at the highest dose activity, negative = inhibition, actives largely listed as inhibitors; further: potency means the concentration at half of the fitted maximal effect; on the % scale 0 is the no-effect control and ±100 the full control effect; nearly all actives have a fitted effect of over 60% in size
Target sequence (Q9Y468 whole entry, looked up): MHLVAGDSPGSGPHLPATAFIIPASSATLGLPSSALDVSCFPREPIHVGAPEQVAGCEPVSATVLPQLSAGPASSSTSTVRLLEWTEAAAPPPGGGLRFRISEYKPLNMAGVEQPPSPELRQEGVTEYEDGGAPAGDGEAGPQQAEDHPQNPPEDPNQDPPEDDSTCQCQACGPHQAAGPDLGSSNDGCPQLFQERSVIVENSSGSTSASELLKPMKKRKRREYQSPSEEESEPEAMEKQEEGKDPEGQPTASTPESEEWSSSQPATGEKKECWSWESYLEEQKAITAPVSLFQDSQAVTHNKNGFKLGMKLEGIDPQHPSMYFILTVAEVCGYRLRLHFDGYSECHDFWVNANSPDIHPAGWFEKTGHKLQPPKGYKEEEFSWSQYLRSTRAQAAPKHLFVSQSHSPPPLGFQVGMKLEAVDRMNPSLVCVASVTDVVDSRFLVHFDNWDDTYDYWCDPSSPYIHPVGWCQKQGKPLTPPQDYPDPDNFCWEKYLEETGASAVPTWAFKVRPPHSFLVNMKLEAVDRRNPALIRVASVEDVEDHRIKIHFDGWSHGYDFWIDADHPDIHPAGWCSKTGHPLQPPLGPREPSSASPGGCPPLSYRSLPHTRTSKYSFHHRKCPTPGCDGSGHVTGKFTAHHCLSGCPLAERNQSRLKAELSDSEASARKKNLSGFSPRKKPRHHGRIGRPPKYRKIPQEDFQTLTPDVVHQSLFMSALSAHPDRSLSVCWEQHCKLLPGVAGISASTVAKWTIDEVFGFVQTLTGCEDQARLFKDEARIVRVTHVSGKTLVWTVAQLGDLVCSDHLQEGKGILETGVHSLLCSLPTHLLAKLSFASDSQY
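Read-out is AlphaScreen signal from streptavidin donor and nickel chelate acceptor beads (10 ug/mL final each) bridging L3MBTL1 (50 nM) and biotinylated K9-monomethylated H3(1-15) peptide (75 nM), after 30 min compound exposure at room temperature.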
HTT aggregate – qHTS Multiplex Assay to Identify Dual Action Probes in a Cell Model of Huntington: Aggregate Formation (GFP); Potency, µM (titrated, usually from 46.1 µM), without a hit: at the highest dose activity change, negative = inhibition, most hits filed as inhibitors; PC12 HttQ103-GFP aggregates, Acumen cytometry, 40 h; 1.1% of 220,000 active; further: potency means the concentration at half of the fitted maximal effect; on the % scale 0 is the no-effect control and ±100 the full control effect; nearly all actives have a fitted effect of over 60% in size
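Compounds (qHTS titration) were added to PC12 cells expressing an ecdysone-driven HTT exon 1 Q103–GFP fusion after induction with 100 nM tebufenozide. Aggregate formation was measured as GFP objects in cell lysates.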
CBFb-RUNX1 inh – qHTS Assay for Compounds Blocking the Interaction Between CBF-beta and RUNX1 for the Treatment of Acute Myeloid Leukemia; AlphaScreen CBFb-His/RUNX1-biotin binding, biochemical; Potency, µM (top dose mostly 59.8 µM), for inactives: at the highest dose activity, negative = inhibition, usual class: inhibitors; Runt-related transcription factor 1 (Homo sapiens) + Core-binding factor subunit beta …; 230,000 tested, under 10 active; further: % of control where 0% means no effect
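AlphaScreen proximity signal reports loss of binding between His-tagged CBF-beta and biotin-labelled RUNX1, each at 30 nM. Proteins are pre-associated for 20 minutes, compounds added for 15 minutes, then beads for 90 minutes, all at ambient temperature.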
IMPase Li cell – qHTS Assay for Identifying the Cell-Membrane Permeable IMPase Inhibitors: Potentiation with Lithium; AID 1457, 2008; 0.35% of 210,000 active; CHO-M1 cells, IP1 TR-FRET (IP-One), carbachol + lithium; Potency, µM (series often up to 59.4 µM), for inactives: top-dose activity, negative = IMPase inhibition, usual class: inhibitors;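 further: IP1 builds up when IMPase is blocked and the TR-FRET signal falls; potency means the concentration at half of the fitted maximal effect; plate controls were basal vehicle for no effect and high inhibitor control for full effect; nearly all actives have a fitted effect of over 50% in size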
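Readout is a homogeneous TR-FRET IP1 immunoassay (Ex 320, Em 665 and 620), where raised cytosolic IP1 lowers signal. Cells were CHO-M1 treated 30 min at 37C with test compounds plus a little lithium; AC50 values came from Hill-equation fitting.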
Epigenetic derep – Quantitative High-Throughput Screen for Regulators of Epigenetic Control | murine LDR cells, GFP reporter derepression, 30 h | 0.2% of 280,000 active | AID 1865, 2009 | Potency, µM (titrated, usually from 53.9 µM), without a hit: at the top dose GFP activation, hits mostly activators; further: potency means the concentration at half of the fitted maximal effect; % of control where 0% means no effect; nearly all actives have a fitted effect of over 60% in size
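Murine LDR cells carrying a silenced, genomically integrated CMV-driven GFP reporter were exposed to compound for 30 hours at 37 C. After PBS washes, GFP-positive cells (20–120 um objects) were counted by laser-scanning microplate cytometry.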
Luc counter – Counterscreen for Luciferase (Kinase-Glo TM) Inhibition; Luciferin 4-monooxygenase (Photuris pensylvanica), Q27757; Kinase-Glo luciferase, ATP luminescence, 8 min; Potency, µM (highest dose often 38.3 µM), for inactives: at the top dose activity change, negative = inhibition, usual class: inhibitors; 0.28% of 200,000 active; AID 1379, 2008; further: potency means the concentration at half of the fitted maximal effect; on the % scale 0 is the no-effect control and ±100 the full control effect; nearly all actives have a fitted effect of over 60% in size
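Compound is pinned into ATP-containing buffer (10 uM ATP, imidazole pH 7.2, 7 mM MgCl2). Kinase-Glo luciferase reagent is then added. Light output is recorded following an 8-min room-temperature incubation.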
* marks the source's active call; other numbers are inactive results; ? = inconclusive; · = not tested or not shown; & = joins results of further samples; [ ] = remark or other dose. The call rests on the fitted dose curve; in most records, active means well fitted curve in the direction sought with a large enough effect; inconclusive means small, poorly fitted or top-dose-only effect, or another doubt; inactive means no such curve, though single readings can be large; an effect the other way counts as inactive or inconclusive. A portion of the library. The share of hits here may be higher or lower than overall.

SMILES | NPSR antagonist | L3MBTL1 inh | HTT aggregate | CBFb-RUNX1 inh | IMPase Li cell | Epigenetic derep | Luc counter
O=C(NCC1CCCO1)c1ccc(S(=O)(=O)N2CCCCC2)cc1 (stereo unspecified) | -9%[46.1 µM] | · | -6% | 4% | 24%[38.3 µM] | -1.1% | -2%
COCC1CCN(Cc2nc(-c3ccc(OC)cc3)no2)CC1 | -10% | -2% | ? | 2% | · | -2.0% | ·
Cn1cnnc1SCC(=O)Nc1cccc(S(=O)(=O)N2CCCCCC2)c1 | 10%[46.1 µM] | 6% | 6% | -2% | -3% | 1.3% | 1%
Clc1ccc(C[n+]2cc(-c3ccccc3)n3c2CCC3)cc1 | -18% | 3% | 3%[9.22 µM] | 5% | · | 0.0% | ·
OC(c1ccccc1)C(CN1CCOCC1)c1ccccc1 (stereo unspecified) | 23% | 4% | 8%[9.22 µM] | 2% | · | -1.9% | ·
CCOC(=O)C1C(=O)C(C(=O)OCC)C(c2cccnc2)NC1c1cccnc1 (stereo unspecified) | -9%[46.1 µM] | 0% | -1% | 1% | -29%[38.3 µM] | -0.9% | -4%
O=C(CCN1C(=O)c2ccc([N+](=O)[O-])cc2C1=O)Nc1cccc(O)c1 | 30% | 7% | 1% | 6% | -1% | 2.0% | 2%
CCOC(=O)Cn1nc(-c2ccccc2)c2cnc3ccc(CC)cc3c21 | -13% | -6% | 4% | 10%[2.36 µM] | 16% | -0.4% | -1%
COc1ccc(C2NC(=S)NC3=C2N2CCC3CC2)cc1 (stereo unspecified) | 13% | -3% | 11%[9.22 µM] | 5% | · | 13% | ·
Cc1ccc(C(=O)COc2nc(C)cc(C)c2C#N)cc1 | -29%[46.1 µM] | 8% | 3% | 7% | -10%[38.3 µM] | -2.3% | 1%
O=C(NC1CCCC1)C(c1cccs1)N(CC1CCCO1)C(=O)Cc1cccs1 (stereo unspecified) | -15%[46.1 µM] | 0% | 17% | -1% | 35%[activator][38.3 µM] | 0.0% | 1%
O=C(COC(=O)/C=C/c1cccs1)NC1CC1 | 13% | · | 9% | 11% | -1% | -1.4% | 1%
CCCn1c(=C(C#N)C#N)s/c(=C2\C=Cc3ccccc3N2CC)c1=O | -11%[46.1 µM] | -5% | 15% | -5% | -3%[38.3 µM] | 0.0% | -3%
COc1ccc(N/C(=C/[N+](=O)[O-])SC)cc1 | -9% | 2% | -19% | 9% | -1% | -2.7% | 1%
O=C(COc1ccccc1F)NNC(=O)c1ccc(N2CCCCC2)c([N+](=O)[O-])c1 | -2% | -4% | ? | 11% | 5% | -0.9% | -2%
COc1ccc(C(C(=O)NC2CCCCC2)N(C(=O)c2sc(C)nc2C)c2ccc(OC)cc2)cc1 (stereo unspecified) | -7%[46.1 µM] | 9% | 21% | -4% | 4%[38.3 µM] | ? | -4%
CC(=O)OC(COc1ccccc1)Cn1cnc2cc(C)c(C)cc21 (stereo unspecified) | -28% | · | -2% | -4% | 6% | 2.3%&3.2% | 2%
Cc1ccc(-c2nc3c(c(=O)c4ccccc4n3C)c(=O)n2-c2ccc(F)cc2)cc1 | ? | -4% | 14%[9.22 µM] | 4% | · | 3.3% | ·
CNc1nc(-c2ccc(N(C)C)cc2)nc2ccccc12 | · | · | · | · | 3% | ? | -1%
CC(=O)Nc1ccc(CN2CCc3c([nH]c4ccccc34)C2c2ccccn2)cc1 (stereo unspecified) | 33% | -27% | ? | ? | 13% | 2.3% | -4%
O=C(NC1CC1)c1cc(Cl)ccc1[N+](=O)[O-] | 0%[46.1 µM] | -4% | -8% | 5% | 7%[38.3 µM] | -1.7% | -1%
CCOc1ccc(C2CC(=O)N(Nc3ccc([N+](=O)[O-])cc3[N+](=O)[O-])C2=O)cc1 (stereo unspecified) | -8% | -12% | 39%[9.22 µM] | -11% | · | 2.0% | ·
CCOc1ccc(N(C(C)C(=O)NN=C2CCCCCCC2)S(C)(=O)=O)cc1 (stereo unspecified) | 7% | 6% | 13% | 3% | 2% | 1.1% | 0%
O=c1c(-c2ccco2)[n+]([O-])c2ccccc2n1OCc1ccccc1[N+](=O)[O-] | -36% | 3% | 3% | 6% | 14% | ? | 0%
CCOC(=O)N1CCN(C(=O)CSc2nnc(-c3cc(OC)cc(OC)c3)o2)CC1 | -9%[46.1 µM] | 9% | 11% | 6% | 27%[38.3 µM] | -1.1% | -2%

Next section, overlapping the part above by two compounds.
SMILES | NPSR antagonist | L3MBTL1 inh | HTT aggregate | CBFb-RUNX1 inh | IMPase Li cell | Epigenetic derep | Luc counter
O=c1c(-c2ccco2)[n+]([O-])c2ccccc2n1OCc1ccccc1[N+](=O)[O-] | -36% | 3% | 3% | 6% | 14% | ? | 0%
CCOC(=O)N1CCN(C(=O)CSc2nnc(-c3cc(OC)cc(OC)c3)o2)CC1 | -9%[46.1 µM] | 9% | 11% | 6% | 27%[38.3 µM] | -1.1% | -2%
CCN(CC)S(=O)(=O)c1cc(C(=O)OCC(=O)Nc2cccc(Br)c2)ccc1F | 6% | -3% | 19% | 18% | 2% | -1.8% | -1%
CC1CCN(S(=O)(=O)c2cccc(C(=O)NCc3ccco3)c2)CC1 | 1%[46.1 µM] | 15% | -11% | 0% | 7% | -1.0% | 2%
COc1ccc(C)cc1NC(=O)CN(c1ccc(C)cc1)S(C)(=O)=O | -1% | 4% | 20% | -1% | -2% | 1.6% | -1%
CCOC(=O)N1CCC(NC(=O)c2oc3c(c2C)-c2[nH]ncc2CC3)CC1 | -4%[46.1 µM] | · | 12% | -7% | -3%[38.3 µM] | -4.4% | -3%
COCCOc1cc(COC)nc(-c2cccc(C)c2)n1 | 15% | 12% | 26%[9.22 µM] | 6% | · | -1.9% | ·
COc1cccc(/C=N/n2c(=S)n(C)c3cc(C)c(C)cc32)c1OC | -12%[46.1 µM] | 1% | 15% | -2% | 0%[38.3 µM] | -2.3% | -2%
O=C1CC(C(=O)Nc2ccc(F)c(Cl)c2)N=C(N2CCCCC2)N1 (stereo unspecified) | -4%[46.1 µM] | · | -3% | -3% | -8%[38.3 µM] | -3.5% | -5%
CCOC(=O)C1CCN(Cc2cnc(Oc3ccc(Cl)cc3C)s2)CC1 | -17%[46.1 µM] | -3% | -9% | 4% | 19%[38.3 µM] | -2.1% | -2%
Oc1ccc2[nH]ccc2c1 | ? | 3% | 10% | 1% | 2%[38.3 µM] | 0.2% | 2%
CC1=Nc2cc(C(=O)NCCCOC(C)C)ccc2Sc2ccc(C)cc21 | 44% | · | 25% | 3% | -2% | -4.0% | 3%
CC1CCC(C(C)C)C(OC(=O)Cn2c(-c3ccc(Cl)cc3)[n+](C)c3ccccc32)C1 (stereo unspecified) | ? | · | ? | 3% | · | 0.0% | ·
Cc1coc(C)c1C(=O)CC1(O)C(=O)N(CCc2ccccc2)c2ccccc21 (stereo unspecified) | -26%[46.1 µM] | · | ? | -3% | 34%[activator][38.3 µM] | 0.0% | 2%
CC1(C)CC(=O)c2c(nn(-c3ccccc3)c2N)C1 | 3%[46.1 µM] | 8% | -25% | -1% | 2%[38.3 µM] | 0.0% | 1%
CC(O/N=C/c1ccccc1OC(F)F)C(=O)Nc1cccc(S(=O)(=O)N2CCOCC2)c1 (stereo unspecified) | 5% | 1% | 14% | 10% | 3% | -3.0% | -1%
Cc1nc(-c2cc(-c3nc(-c4ccc(C(F)(F)F)cc4)no3)no2)cs1 | 0% | -3% | 23%[9.22 µM] | 2% | · | -3.2% | ·
Cc1ccc(NC(=O)c2noc3c2CCCCC3)cc1 | ? | 4% | -17% | -4% | 0%[38.3 µM] | -2.0% | -10%
CC(C1CC2CCC1C2)n1c(-c2cccs2)n[nH]c1=S (stereo unspecified) | -30% | · | 0%[9.22 µM] | -2% | · | -0.1% | ·
O=C(O)CCC(=O)NCCc1cccc(Cl)c1 | 6% | 6% | -10%[9.22 µM] | 1% | 0% | 1.1%[10.1 µM] | -1%
COc1ccc(-n2nnnc2-c2cnc3cc4c(cc3c2C)OCO4)cc1 | -19%[46.1 µM] | 5% | ? | 1% | 2%[38.3 µM] | -1.1% | 1%
CCCOc1ccc(Oc2nc(-c3ccncc3)nc3ccccc23)cc1 | ? | 5% | -1%[9.22 µM] | 0% | · | 1.2% | ·
CCCCNC(=O)COC(=O)c1ccc(NC(C)=O)cc1 | 3% | 2% | 16% | 10% | 7% | 1.7% | 2%
C/C(CC(=O)Nc1ccc(Cl)cc1Cl)=N\NC(=O)C(=O)N1CCCC1 | 14% | · | ? | -3% | 3% | 3.2% | -1%
COc1ccc2nc(NNC(=O)c3cc(=O)c4ccccc4o3)sc2c1 | -6% | -4% | 20%[9.22 µM] | ? | 5% | -0.2% | ·
CCO/C=C1\C(=O)N(c2ccc(OCC)cc2)C(=O)c2ccccc21 | -8% | -8% | 4% | -4% | 1% | 0.0% | 2%
O=C(COC(=O)Cn1cnc2ccccc21)Nc1cccc2c1C(=O)c1ccccc1C2=O | -2%[46.1 µM] | 3% | -23% | -16% | 17% | 0.0% | 0%
COc1cc(C(=O)N(Cc2cc3cc(C)ccc3[nH]c2=O)CC2CCCO2)cc(OC)c1OC (stereo unspecified) | -8%[46.1 µM] | 8% | -6% | 1% | · | -7.2% | ·
CN(C(=O)CSc1nc(-c2ccc(F)cc2)cs1)C1CCS(=O)(=O)C1 (stereo unspecified) | -2%[46.1 µM] | 0% | 9% | -1% | 3%[38.3 µM] | 1.0% | -5%
CCC1Oc2ccc(C)cc2N(Cc2cccc(C)c2)C1=O (stereo unspecified) | ? | 28% | 12% | ? | 2%[38.3 µM] | -0.6% | -5%

Profiles, looked up by structure:
Record of CC(C1CC2CCC1C2)n1c(-c2cccs2)n[nH]c1=S (stereo unspecified) : NPSR antagonist: -30%; L3MBTL1 inh: ·; HTT aggregate: 0%[9.22 µM]; CBFb-RUNX1 inh: -2%; IMPase Li cell: ·; Epigenetic derep: -0.1%; Luc counter: ·
Record of O=C(NC1CC1)c1cc(Cl)ccc1[N+](=O)[O-] : NPSR antagonist: 0%[46.1 µM]; L3MBTL1 inh: -4%; HTT aggregate: -8%; CBFb-RUNX1 inh: 5%; IMPase Li cell: 7%[38.3 µM]; Epigenetic derep: -1.7%; Luc counter: -1%
